Screens from PubChem.
Pf Dd2 inh: Plasmodium falciparum Dd2 growth inhibition; P. falciparum Dd2 growth, SYBR Green, 72 h; Potency, µM (titrated, usually from 28.9 µM), for the others: at the top dose activity, negative = inhibition, most hits filed as inhibitors; actives 4.3% (n = 120,000); active means well fitted inhibition curve with a large enough effect; inconclusive means small, poorly fitted or top-dose-only effect; inactive means no such curve, though single readings can be large or run the other way;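 further: plate controls were DMSO vehicle for no effect and reference drug for full effect; nearly all actives have a fitted effect of over 65% in size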
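Readout: SYBR Green fluorescence, 485 nm excitation, 535 nm emission, after ~16 h lysis at 37C. Before that, Dd2-infected red cells (2.5% hematocrit) grew 72 h with compound, 29 uM top final concentration.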
The depositor's hits bear a star; i = inactive; ? = inconclusive; [ ] = remark or other dose. Potency means the concentration at half of the fitted maximal effect.

SMILES	Pf Dd2 inh
CC(C)CN1C(=O)c2cccn2CC1C(=O)NCc1ccc(Cl)cc1 (stereo not given)	32%[activator]
O=C(O)c1cc2c(s1)CN(C1CCCC1)C2	-3%
CCOc1ccccc1C(=O)N1CC(=O)Nc2ccc(C)cc2C1c1ccccc1 (stereo not given)	?
CC(C)C[C@@H]1N[C@H](C(=O)NCCCN2CCCC2=O)Cc2c[nH]c3cccc1c23	?
Cc1ccc(CN2CCOc3ccc(C(=O)NCc4ccccc4F)cc3C2)o1	i
COc1ccc(CCNC(=O)c2cc3c(N4CCSCC4)nc(C)cn3n2)cc1OC	i
COCCN1C(=O)c2cccn2CC1CNC(=O)C1CCC1 (stereo not given)	1%
O=C(O)c1ccc(CC2CCN(Cc3ccccn3)C2)cc1 (stereo not given)	-13%
CCn1cnnc1CC1CCCNC1 (stereo not given)	-23%
CCc1ccc(NC(=O)C2CC(=O)N(c3n[nH]c4cccc(F)c34)C2)cc1 (stereo not given)	-5%
CCc1ccc(NC(=O)C2CCc3nc(N4CCN(C(=O)C(C)C)CC4)sc3C2)cc1 (stereo not given)	?
COc1ccc2c(c1)CN(C(=O)COCc1ccccc1)CC[C@H]1COC(=O)N21	17%[44.1 µM]
O=C(CCc1ccc2c(c1)OCO2)N[C@H](c1cccs1)C1CC(O)C1 (stereo not given in full)	-11%
O=C(N1CCC2(CC1)CN(c1ccncn1)CC2CO)C1(c2ccccc2)CC1 (stereo not given)	-31%
O=C(N1CCC(N[S+](=O)([O-])Cc2ccccc2F)CC1)N1CC2CC(C1)[C@H]1CCCC(=O)N1C2 (stereo not given in full)	i
O=C(O)c1cccc(CC2CCN(C(=O)CCCN3CCCCC3=O)C2)c1 (stereo not given)	-6%
CCC(=O)N1Cc2ccccc2CC2(CCCN2Cc2ccccn2)C1 (stereo not given)	5%
CCN(CC)c1ccc(NC(=O)c2cccn2-c2nnc(N3CCCCC3)s2)c(C)c1	i
CCn1ccc(C(=O)N2CCC3(CC2)CC(OCC2CC2)CCO3)n1 (stereo not given)	24%
COCCNC(=O)CSc1nc(-c2cc(OC)c(OC)c(OC)c2)[nH]c1-c1ccc(Cl)cc1	?
CN(C)CCN(C)[C@H]1[C@@H]2OC[C@@H](O2)[C@@H](NCc2cnc3ccccc3c2)[C@@H]1O	18%[44.1 µM]
O=C(NCc1ccccc1Cl)c1cnc(N2CCCCC2)c2ccccc12	15%
O=C(c1ccc(Cn2cccn2)o1)N1CCC2(CCNCC2)CC1	-4%
Cn1nc(-c2ccc3c(c2)OCCO3)nc1N1CCCCC1	i
Cc1cc2c(c(=O)n(-c3ccccc3)c(=O)n2CC(=O)N(C)c2ccccc2)n1C	9%
CCn1ncc(N2CCCC(CC(=O)NCc3cc(F)cc(F)c3)C2)cc1=O (stereo not given)	-23%
CCNC(=O)N[C@H]1CC[C@]2(C)CCC([C@H](C)C(=O)N(C)CCC#N)[C@H](O)[C@H]2[C@@H]1C (stereo not given in full)	24%[44.1 µM]
C#CCNC(=O)C[C@@H]1c2nc(NC(=O)C3CCCCC3)sc2C[C@@H]2[C@](C)(CO)[C@H](O)CC[C@]21C	?
CC1=C[C@@H](CNC(=O)CN(C)C)[C@H](C(C)C)C[C@H]1Cc1nnc(-c2ccccc2F)o1	?
Cc1[nH]c2c(C)ccc(C)c2c1CC(=O)N[C@@H]1CCOC[C@H]1OCCO	-2%
O=C(NCc1ccccc1)O[C@H]1COCCN(c2nc3ccccc3o2)C1	-13%[44.1 µM]
Cc1ccc2c(=O)cc(C(=O)Nc3c(C(=O)c4ccccc4)oc4ccccc34)oc2c1C	33%
O=C1COCCN1C1CCN([S+](=O)([O-])c2cccs2)CC1	13%
CCOc1ccccc1CN1CC[C@H](c2n[nH]c(C)n2)[C@H](NC(=O)C2CCOCC2)C1	?
CCOC(=O)c1noc2ncn(CC(=O)Nc3cccc(C(F)(F)F)c3)c(=O)c12	33%
CC(NC(=O)OCc1ccccc1)c1nc2cccnc2n1C1CCCC1 (stereo not given)	0%
COc1ccc(Cl)cc1C(=O)Nc1sc2c(c1C(=O)OC(C)C)CCCC2	78%[activator]
CCCCCn1c(=O)[nH]c2cc(C(=O)Nc3ccc(F)c(F)c3)ccc2c1=O	-12%
CN(Cc1ncc[nH]1)C(=O)C1CCC(=O)N(CCN2CCOCC2)C1 (stereo not given)	22%
COc1ccc(C(=O)N2CC(c3nnc(C(C)C)o3)C3(CCOCC3)C2)cc1OC (stereo not given)	8%
CCOC(=O)N1CCN(Cc2nc3cc(NC(=O)c4ccccc4Cl)ccc3n2C(C)C)CC1	?
Cc1cccc(C)c1-c1nc(C(=O)N2CCC(C#N)CC2)n2ccccc12	3%
CCC(Sc1nc2c(sc3ccccc32)c(=O)n1CCc1ccc(OC)c(OC)c1)C(=O)N(CC)CC (stereo not given)	4µM*
CCn1cnnc1CC1CCN(C(=O)CCCC(=O)n2nc(C)c3ccccc32)CC1	i
CCOc1ccc(C(=O)NCc2ccc3c(c2)CCN3C(=O)c2ccc(C)cc2)cc1OCC	i
COCc1nc(C2CC(NC(=O)c3nn(C)c4c3CCCC4)C2)cc(=O)[nH]1 (stereo not given)	?
O=C([C@@H]1C[C@H](F)CN1C(=O)NC1CCCC1)N1CCc2ccccc2C1	-22%
COc1ccc(N(C)C(=O)Cn2cnc3sc(C)c(S(=O)(=O)N4CCN(c5ncccn5)CC4)c3c2=O)cc1	?
Cc1ccc(/C=C/c2onc(C)c2S(=O)(=O)N2CCC(C(=O)Nc3cc(C)ccc3C)CC2)cc1	11%
Cc1nn(-c2ccc(C(C)C)cc2)c(C)c1[C@@H]1C=C[C@@H](NCc2cccc(Cl)c2)C1	-15%[44.1 µM]
Cc1nn2c(c1-c1ccccc1N1CCCC1)N(C(=O)C(C)C)CCC2	?
Cc1ccccc1N1CC(c2nc3ccccc3n2Cc2ccc(Br)cc2)CC1=O (stereo not given)	?
COCCNC(=O)c1cnc2c(c1)N(C(=O)Cc1ccc(C(C)C)cc1)CCC2	-4%[44.1 µM]
CCOCC(=O)N1CCC2(CC1)c1nccn1-c1ccccc1CN2CC(C)C	-15%[5.79 µM]
CC(C)N1C(=O)C2(CCCCC2)C1C(=O)NCCCN1CCCCC1 (stereo not given)	0%
O=C(c1cn(C/C=C/c2ccccc2)nn1)N1CCCN(C2CCCCC2)CC1	?
Cc1ccsc1CN(Cc1ccco1)c1cnc(S(C)(=O)=O)nc1C(=O)Nc1ccc(Cl)cc1	4.5µM*
CCOC(=O)c1c(NC(=O)COc2ccc(OC)cc2)sc(C(=O)N(CC)CC)c1C	11µM*
CCc1ccc(NC(=O)Nc2nnc(N(C)C3CCCCC3)s2)cc1	i
Cc1ccccc1OCC(=O)Nc1cc(-c2cccc(Br)c2)nn1-c1ccccc1	18%

Remaining list, next part:
SMILES	Pf Dd2 inh
Cc1cccc(CNC(=O)C2Cn3cccc3C(=O)N2Cc2cccnc2)c1 (stereo not given)	?
CN1CCN(CCc2noc(C3CCCCCN3C)n2)CC1 (stereo not given)	5%
CC1(C)CN(C(=O)Cn2cc(C(F)(F)F)ccc2=O)C[C@]1(C)O	-6%
Cc1c(C)n(Cc2ccc(F)cc2)c2ccc(C(=O)Nc3ccc(Cl)cc3)cc12	?
O=C(COc1ccccc1)Nc1ccc(OCc2cc(=O)n3ccsc3n2)cc1	-15%
COc1ccc(Cn2c(C(=O)O)c(CNC3CCCC3)c3ccc(OC)cc32)cc1	-22%
CCNC(=O)N1CCCC1c1noc(CCC(=O)NC2CCCC2)n1 (stereo not given)	26%
CNC(=O)[C@@H](Cc1ccccc1)N1CCC[C@H]1C(=O)N1CCOCC1	-8%[44.1 µM]
O=C(CCCn1c(=O)c2sccc2n(Cc2ccc(Cl)cc2)c1=O)NCc1ccc2c(c1)OCO2	1%
O=C(Cc1ccsc1)N1CCC2(CC1)CN(Cc1ccccc1)CC2CO (stereo not given)	?
CC(=O)Nc1cccc(NC(=O)CSc2cn(CC(=O)N3CCCC3)c3ccccc23)c1	-18%
Cc1ccc(CNC(=O)CN2C(=O)C3(SCC(=O)N3c3ccc(F)c(F)c3)c3ccccc32)cc1 (stereo not given)	?
COc1ccc(N2CCN(c3cc(C)nc4nncn34)CC2)cc1	11%
COc1ccc(NC(=O)Cn2nc(C)c3c(C)n(-c4ccccc4)nc3c2=O)cc1OC	32%[activator]
O=C(C1CCCC1)N1C[C@@H](CO)[C@H](c2ccncc2)C1	-21%
CCc1nc2c(c(-c3ccc(OC)cc3)n1)CCN(Cc1cccc(NC(C)=O)c1)CC2	13µM*
CC(=O)c1cccc(NC(=O)C2CCN(C(=O)c3cnn(-c4ccccc4)c3-n3cccc3)CC2)c1	-25%
CC(C)C[C@@H]1N[C@H](C(=O)NC2CCC2)Cc2cn(Cc3nccn3C)c3cccc1c23	10µM*
CCn1cc(-c2ccc(OC)cc2)cc1C(=O)N1CCCCCC1	-24%
CN1CC(=O)N(C2CCC2)Cc2c1ncnc2N1CCc2ccccc2C1	-22%
CC1(C(=O)NCc2cccnc2)COCc2cnc(Nc3ccccc3)nc21 (stereo not given)	4%[44.1 µM]
COCC(=O)NC[C@H]1O[C@@H](CC(=O)N(C)Cc2ccccc2)[C@H](O)[C@@H]1O	10%[44.1 µM]
CCOC(=O)c1noc2ncn(Cc3ccc([N+](=O)[O-])cc3)c(=O)c12	43%[activator][5.79 µM]
CN(Cc1ccccc1)Cc1cc(CC2(NCc3ccc(F)cc3)COC2)no1	i
O=C(CCC1CCN(c2cc(NC3CC3)ncn2)CC1)NCC1CC1	-25%
Cc1ccc2nc(N3CCC(C(=O)NCc4ccc(F)cc4)CC3)[nH]c2c1	61%[activator]
CN(C)c1ccc(CNC(=O)CCC(=O)N2Cc3ccccc3Oc3ncccc32)cc1	?
COc1ccccc1-c1ccnc(-c2nnc(C)n2Cc2ccccc2)c1	-8%[44.1 µM]
COc1ccc(CCNC(=O)Cn2c(=O)c3cccn3c3ccccc32)cc1OC	-1%
Cc1nc(-n2nc(C)c(CCC(C)C)c2C)sc1C(=O)Nc1cccc(Cl)c1	-30%
Cc1nc(CN2C(=O)OC3(CCN(C(=O)CCc4ccccn4)CC3)C2(C)c2ccccc2)cs1 (stereo not given)	i
Cc1cccc(OCCc2noc(C3CN(C(=O)Cn4ccnc4)C3)n2)c1	?
CCn1ncc(N2CCCC(CC(=O)N3CCN(c4cccc(Cl)c4)CC3)C2)cc1=O (stereo not given)	?
Cc1ccc(C)c(Cn2nnc(C(=O)NCc3ccccc3)c2N)c1	88%[activator]
CCOc1ccccc1C(=O)NC1CCN(c2cc(-c3ccc(OC)cc3)[nH]n2)CC1	-20%
O=C(N[C@@H]1CN(C(=O)NC2CCCCC2)CCC[C@H]1O)c1ccc(OCCN2CCOCC2)cc1	-25%
CCC(=O)N1CCC2(CC1)NCCc1c2[nH]c2ccccc12	?
COc1ccc(OC)c2sc(NC(=O)c3ccc(S(=O)(=O)N4CCCC4)cc3)nc12	-16%
C[C@@]1(O)CCN(C(=O)c2ccc(-c3ccco3)cc2)C[C@@H]1O	-9%
Cc1nc2cccnc2n1CC1CCCN(S(=O)(=O)c2ccccc2F)C1 (stereo not given)	?
O=[S+]([O-])(c1ccc(Cl)cc1)c1nnn2c1nc(NC1CC1)c1ccccc12	3%
CC(C)NC(=O)c1onc(-c2ccc(F)cc2)c1[C@H](C)O	-13%[44.1 µM]
O=C(NCc1cccnc1)c1nn(-c2ccc(F)cc2)nc1CO	-2%
Cc1nn(CC(=O)NCc2ccc(F)cc2F)c(=O)c2nc(-c3ccccc3)sc12	?
O=C1[C@H]2CN(Cc3ccc(Cl)cc3)C[C@H]2C(=O)N1Cc1ccc2c(c1)OCO2	-4%
CC(C)Oc1ccc(CNC(=O)c2ccc(CS(=O)c3cccc(Cl)c3)o2)cc1 (stereo not given)	11%
COc1ccc(-n2ccnc2CN2CCC(Cc3nncn3C)CC2)cc1	10%
CC1=NS(=O)(=O)N(C)C=C1C(=O)OCc1nc(-c2ccccc2)oc1C	i

These rows are one share of the data; rates above refer to the full screens.
